Screens deposited in PubChem BioAssay by several laboratories.
CAL PDZ FP-1 – inhibitors of human CAL PDZ peptide binding. AID 602252. inhibition, % at 24.9 µM. purified CAL PDZ, TMR-peptide fluorescence polarization, 1 h. 300,000 tested, 0.92% active;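 active = mean inhibition of at least 30% with at least half of replicates also reaching 30%; inconclusive = no clear call, values can overlap the other calls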;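 note: 0% = DMSO neutral control and 100% = excess unlabeled competitor peptide PRC23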
Tat transport – inhibitors of E. coli Tat protein transport. E. coli MC4100 TorA-mCherry Tat export, fluorescence. inhibition, % at 10 µM. 340,000 tested, 0.036% active. AID 488895;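 active = mean replicate inhibition at least 50% and at least half of replicates individually reaching 50%; inconclusive = only one of the two criteria met; inactive = neither criterion met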;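 note: exported cargo escapes ClpAP degradation while cytoplasmic cargo is degraded and loses fluorescence; 0% = median of neutral control wells and 100% = median of NaSCN control wells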
dFosB act – activators of mouse delta FosB homodimer; P13346; purified delta FosB, TAMRA-CDK5 oligo fluorescence polarization; percent of positive-control signal above neutral wells; activation, % at 25 µM; 340,000 tested, 0.99% active; AID 493131;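 active = mean activation above about 17%, with every replicate also reaching it, limit read from the data, passing the limit was not always enough; inconclusive = only one of the two conditions met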;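 note: fluorescence polarization rise as delta FosB binds a TAMRA Cdk5 AP-1 oligo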
Target sequence (P13346 whole entry, looked up): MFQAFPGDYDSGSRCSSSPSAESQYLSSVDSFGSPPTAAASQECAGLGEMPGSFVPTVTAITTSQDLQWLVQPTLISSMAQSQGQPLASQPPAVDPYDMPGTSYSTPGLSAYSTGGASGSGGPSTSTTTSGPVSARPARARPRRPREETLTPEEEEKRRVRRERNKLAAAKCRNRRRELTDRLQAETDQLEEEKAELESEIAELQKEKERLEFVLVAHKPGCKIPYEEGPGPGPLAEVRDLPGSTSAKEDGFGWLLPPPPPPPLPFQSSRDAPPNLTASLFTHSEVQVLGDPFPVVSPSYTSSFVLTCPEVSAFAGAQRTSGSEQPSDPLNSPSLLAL
CAL PDZ FP-2 – human CAL PDZ-peptide interaction inhibition; Q9HD26; purified CAL PDZ, TMR-peptide fluorescence polarization, 1 h; inhibition, % at 20 µM; 330,000 tested, 0.02% active; AID 504414;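 active = highest replicate inhibition of at least 40%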;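 note: plate controls were DMSO neutral control wells for no effect and unlabeled competitor peptide control wells for full effect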
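material = purified tagged CAL PDZ domain construct (CerCALP) | buffer or medium = sodium phosphate/NaCl buffer pH 7.4 with TCEP, IgG, Thesit | reagent = TMR-labelled reporter peptide T*-PRC34 bound in PDZ groove | incubation = 1 h room-temperature incubation prior to read | measured by = fluorescence polarization (mP) | evaluation = percent inhibition from loss of millipolarization | control set = unlabelled peptide and DMSO controls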
Wnt bcat act – activates Wnt/beta-catenin signaling in a reporter cell assay. activator, plate reader. AID 743398. activation, % at 9.35 µM. 300,000 tested, 1.2% active; in the data active = activation above about 30%, passing the limit was not always enough; inconclusive = no clear call, values can overlap the other calls;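 note: 0% = neutral control wells and 100% = positive control wells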
RTF Ca sens act – increases calcium sensitivity of human cardiac regulated thin filaments; P19429+P45379; IANBD-labeled TnC RTF fluorescence at EC20 calcium; 0% EC20 calcium, 100% full calcium; activation, % at 7.2 µM; 340,000 tested, 0.24% active; AID 493008;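 active = activation above the mean over all tested compounds plus 3 SD, cut at about 30% in these data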;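 note: rise in fluorescence read as greater calcium sensitivity of cardiac thin filaments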
V-ATPase pH – regulators of yeast V-ATPase proton transport | response, % at 10 µM | S. cerevisiae, pHLuorin cytosolic pH fluorescence | 350,000 tested, 0.37% active; in the data active = response mostly above about 7.3%, no sharp cut-off; inactive = mostly below about 5.4%; note: actives read high; inactives centre near 0; some compounds called inactive have numbers as strong as hits
Rtt109 HAT inh – blocks Candida albicans Rtt109/Vps75 acetyltransferase activity. purified Rtt109/Vps75, ThioGlo CoA-SH fluorescence, 4 h. inhibition, % at 34.9 µM. 330,000 tested, 0.16% active. AID 540336;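 active = inhibition of at least 50% in every replicate; inconclusive = best replicate reaches 50% inhibition but some replicates fall short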
Target sequence (Q5AAJ8 whole entry, looked up): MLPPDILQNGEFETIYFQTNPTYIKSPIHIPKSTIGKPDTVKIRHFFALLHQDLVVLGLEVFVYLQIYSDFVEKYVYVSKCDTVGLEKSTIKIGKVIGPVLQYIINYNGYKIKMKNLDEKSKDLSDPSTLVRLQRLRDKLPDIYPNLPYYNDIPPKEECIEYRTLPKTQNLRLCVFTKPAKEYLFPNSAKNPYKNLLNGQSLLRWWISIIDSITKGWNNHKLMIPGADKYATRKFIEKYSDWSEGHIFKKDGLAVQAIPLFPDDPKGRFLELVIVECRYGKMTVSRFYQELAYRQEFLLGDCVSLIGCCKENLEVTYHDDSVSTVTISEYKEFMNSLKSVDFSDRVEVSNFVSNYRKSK
MITF act – increases MITF-driven TRPM1 promoter luciferase signal | activation, % at 12.5 µM | AID 588334 | SK-MEL-5 TRPM1-promoter luciferase, 24 h; % of positive control, neutral wells = 0 | 300,000 tested, 0.75% active;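 active = mean activation of at least 80% with every replicate also reaching 80%; inconclusive = mean reaches 80% but some replicate falls short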;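 note: 0% = neutral control wells and 100% = parthenolide positive control wells; values of inactives mirror those of a sister screen read the other way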
CDK5 p35 inh – inhibitors of human CDK5/p35 kinase; Recombinant CDK5/p35, ADP-Glo luminescence, 60 min; inhibition, % at 10 µM; Q00535+Q15078; AID 488839; 330,000 tested, 0.01% active;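 active = highest replicate inhibition of at least 50% and at least 75% of replicates reaching 50%; inconclusive = only one of the two criteria met; inactive = both criteria failed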;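 note: plate controls were DMSO neutral control for no effect and GW8510 at 10 µM for full effect; many of its hits are not listed in these tables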
Numbers without * were called inactive; ? = inconclusive; nt = no result given.

SMILES	CAL PDZ FP-1	Tat transport	dFosB act	CAL PDZ FP-2	Wnt bcat act	RTF Ca sens act	V-ATPase pH	Rtt109 HAT inh	MITF act	CDK5 p35 inh
COc1ccc(C)cc1S(=O)(=O)NCC(c1ccco1)N1CCc2ccccc2C1 (stereo unspecified)	-1	13	0	-0.2	-3	-8	2	7	1	-0.9
Cc1cc(Cl)ccc1NC(=S)NCCCN1CCCC1=O	0	-2	-2	-2.3	-3	-2	0	-5	5	0.8
C1=C(CCNCC2CC2)CCCC1	0	-2	6	-0.4	-1	-6	5	-5	3	-2.3
Cc1n[nH]c(C)c1S(=O)(=O)N1CCC(C(=O)O)CC1	-5	-2	-3	-2.9	nt	11	-4	-7	4	-1.2
COC(=O)C1=C(C)NC(C)=C(C(=O)OCC2CCCO2)C1c1ccc(Cl)c([N+](=O)[O-])c1 (stereo unspecified)	-1	1	-10	-1.5	-2	9	-1	20	-2	-1.0
CC(C)c1ccc(S(=O)(=O)NCc2ccc3c(c2)OCO3)cc1	nt	9	-1	0.0	3	1	-1	0	-14	1.4
O=C(Nc1ncccc1O)c1ccc2c(c1)OCCO2	2	5	2	-2.5	99*	-3	-4	4	21	1.6
COc1ccc(S(=O)(=O)N/N=C(/C)c2cccc(NC(=O)c3ccccc3Cl)c2)cc1	43*	3	0	-1.2	nt	1	2	5	0	1.6
C=CCn1c(N)cc(=O)nc1SCC(=O)Nc1ccc(C(=O)OCC)cc1	-5	3	-1	-2.8	-2	-1	6	-5	7	0.4
COc1ccc2ccccc2c1CN1CCN(C(=O)c2ccccc2)CC1	-1	23	-3	-1.4	nt	-4	-2	12	-5	-5.5
O=C(NC(=S)N1CCc2ccccc21)c1ccc(Br)o1	5	-7	-7	0.4	4	0	-3	-10	4	1.2
O=C(NC1CC1)c1cc(=O)c2ccccc2o1	2	0	3	-2.8	nt	-4	-4	-2	-9	-0.8
COc1ccccc1C(=O)Oc1ccc2c(c1)O/C(=C\c1ccncc1)C2=O	1	-14	0	-0.9	2	35*	0	-22	6	0.8
O=C(CCCc1nc2ccccc2s1)NC1CCOC1=O (stereo unspecified)	-3	?	0	-2.1	-1	-4	1	-2	-6	-0.4
Cn1c(C(=O)OC(C(=O)NC2CCCCC2)c2ccccn2)cc2sccc21 (stereo unspecified)	-7	1	-6	0.3	-6	-4	-3	-1	0	nt
O=C(C[C@H]1C(=O)N(CCc2ccccc2)C[C@@H]1Cc1ccccc1)Nc1ccccc1	-1	-1	-6	-0.2	-8	3	-3	1	-6	0.5
CCCNC(=O)CN(c1ccccc1)S(=O)(=O)c1ccc(OC)c(OC)c1	-1	7	-1	-1.5	nt	-6	-2	-2	3	-2.8
CCn1c(=O)cc(SCC(=O)N(C)Cc2ccccc2)c2ccccc21	7	-2	-12	nt	2	2	-2	-2	nt	-2.0
COc1cc([N+](=O)[O-])cc(/C=N/NC(=O)C(O)(c2ccccc2)c2ccccc2)c1O	-3	1	-10	-0.2	-1	-2	4	19	-8	-1.0
CCCCCCCCCCSc1n[nH]c(NC(C)=O)n1	3	6	1	-0.7	0	-7	4	-5	5	0.7
O=[N+]([O-])c1ccccc1N=Nc1c(O)[nH]c2ccc(F)cc12	0	-7	-6	0.6	31*	-2	-4	2	25	1.2
Cc1cccc(NC(=O)CSc2nnc([C@@H]3CCCN3C(=O)OC(C)(C)C)o2)c1C	-2	-4	6	-1.2	nt	0	-3	-6	-4	-0.6
Cc1csc(C(=O)O)c1NC(=O)c1cccc([N+](=O)[O-])c1	4	-1	-7	-1.2	nt	nt	-1	-13	-4	-1.0
OC1CCC(NC(=S)Nc2ccc(SC(F)F)cc2)CC1 (stereo unspecified)	-1	13	2	-2.4	2	-1	-3	10	68	-0.7
O=C(OCCOCCN=C1NS(=O)(=O)c2ccccc21)c1ccncc1	-3	9	-10	-1.3	-3	4	-3	14	11	0.8

Profiles, quoted from the list. Order of values: CAL PDZ FP-1 | Tat transport | dFosB act | CAL PDZ FP-2 | Wnt bcat act | RTF Ca sens act | V-ATPase pH | Rtt109 HAT inh | MITF act | CDK5 p35 inh
Record of COc1cc([N+](=O)[O-])cc(/C=N/NC(=O)C(O)(c2ccccc2)c2ccccc2)c1O : -3 | 1 | -10 | -0.2 | -1 | -2 | 4 | 19 | -8 | -1.0
Record of CCn1c(=O)cc(SCC(=O)N(C)Cc2ccccc2)c2ccccc21 : 7 | -2 | -12 | nt | 2 | 2 | -2 | -2 | nt | -2.0
Record of O=C(C[C@H]1C(=O)N(CCc2ccccc2)C[C@@H]1Cc1ccccc1)Nc1ccccc1 : -1 | -1 | -6 | -0.2 | -8 | 3 | -3 | 1 | -6 | 0.5
Record of COc1ccc2ccccc2c1CN1CCN(C(=O)c2ccccc2)CC1 : -1 | 23 | -3 | -1.4 | nt | -4 | -2 | 12 | -5 | -5.5
Record of Cc1n[nH]c(C)c1S(=O)(=O)N1CCC(C(=O)O)CC1 : -5 | -2 | -3 | -2.9 | nt | 11 | -4 | -7 | 4 | -1.2

Continued.
SMILES	CAL PDZ FP-1	Tat transport	dFosB act	CAL PDZ FP-2	Wnt bcat act	RTF Ca sens act	V-ATPase pH	Rtt109 HAT inh	MITF act	CDK5 p35 inh
CCC(c1ccccc1)c1nc(-c2ccccn2)no1 (stereo unspecified)	-4	-3	5	-0.2	nt	0	-1	-4	25	-0.2
CN(C)C(=O)C1(c2ccccc2)CCN(S(=O)(=O)c2ccccc2)CC1	4	-10	-16	-0.5	-2	-5	6	-16	-12	-0.9
CN(CC(=O)Nc1cccc(F)c1)CC(=O)Nc1cccc(S(=O)(=O)N2CCCCCC2)c1	-3	5	-6	-3.2	3	-2	3	-3	-7	-0.4
N#Cc1ccc(/C=C(\C(=O)C(=O)O)c2ccc3ccccc3n2)cc1	2	-9	-4	-1.9	1	1	0	18	39	5.0
NS(=O)(=O)c1ccc(CNS(=O)(=O)c2cc(C(=O)O)ccc2Cl)cc1	9	2	-2	0.6	1	-1	0	3	-3	-0.4
Cc1cc(NC(=O)CS(=O)(=O)c2cn(Cc3cccc(F)c3)c3ccccc23)no1	-3	5	-9	-1.7	2	-2	8	18	-1	-0.8
COc1ccc(Cl)cc1NCC(=O)Nc1ccc(OC)c(S(=O)(=O)N2CCCCC2)c1	-4	6	1	-0.1	-2	0	-3	17	-20	-1.0
Cc1cc(C(=O)CSc2nnc(-c3ccccc3)n2C)c(C)n1C	nt	2	-1	-0.7	nt	5	-1	-5	6	-1.2
CN(C)CC#Cc1cncc(C(=O)NNC(=O)Nc2ccc(Cl)cc2)c1	nt	-8	-2	-0.3	-1	-1	-3	-7	-1	0.6
CCOc1ccc(N(CC(=O)N2CCCCC2)S(=O)(=O)c2ccc(Cl)cc2)cc1	-5	7	-4	-1.9	-4	1	1	1	-3	0.6
CCOC(=O)c1[nH]c2c(c1C)C(=O)CC(c1ccc(N(C)C)cc1)C2 (stereo unspecified)	3	-4	3	-0.8	1	-7	-1	-6	42	2.0
COCCCN1C(=O)C(=O)/C(=C(/O)c2ccc(S(=O)(=O)N3CCCCC3)cc2)C1c1ccc(O)c(OC)c1 (stereo unspecified)	0	6	1	-1.7	0	-2	-4	-1	4	-0.7
COc1ccc(CCNC(=O)c2c(C)nn(-c3ccccc3)c2Cl)cc1OC	-5	-2	-4	-1.8	-4	-8	-3	-11	3	-4.5
CCN(CC)C(=O)C1CCCN(C(=S)Nc2cccc3ccccc23)C1 (stereo unspecified)	-3	-12	0	-0.2	nt	5	0	3	-10	0.3
NC(=O)c1ccsc1NC(=O)c1ccc2c(c1)CCCC2	nt	2	-4	-2.0	24	2	-3	-1	-12	0.3
Cc1ccnc2nc(C(=O)OCC(=O)Nc3ccc4c(c3)OC(F)(F)O4)nn12	-3	-1	-3	-1.8	-1	6	-1	-4	-3	2.1
O=c1c2ccccc2nnn1Cc1ccc(F)cc1	0	-2	-3	-0.1	-2	6	2	2	-12	-1.9
CCC(C(=O)N1CC2(C)CC1CC(C)(C)C2)N1C(=O)c2ccccc2C1=O (stereo unspecified)	-3	-5	4	0.2	nt	0	-1	10	-3	-1.9
Nc1c(C(=O)N2CCOCC2)sc2nc3c(cc12)CCC3	-4	2	-9	-2.4	3	-2	7	-12	49	0.4
O=C(c1cccc([N+](=O)[O-])c1)N1CCc2ccccc21	0	-5	1	0.0	0	-5	-2	-3	nt	-0.2
CC1(C2CC2)NC(=O)N(CC(=O)N2CCN(c3ccccc3)CC2)C1=O (stereo unspecified)	0	-2	-7	-0.2	3	-7	-2	12	5	-0.9
CCc1ccc(-n2cccc2/C=C2/C(=N)N3C(=NC2=O)SN=C3S(C)(=O)=O)cc1	-8	7	-62	-4.3	-2	-3	0	30	-6	-2.5
COc1ccc(-c2c(C)nn3c(Cl)c(C)c(C)nc23)cc1	-3	-4	4	-1.2	-2	-7	1	-5	nt	0.0
CCCC(=O)N1CCN(c2nc3ccc(Cl)cc3s2)CC1	-2	-4	-2	-2.5	2	-2	-2	-4	77	-0.7
CCOC(=O)N1CCC(N2CCCC(C(=O)c3cccc(OC)c3)C2)CC1 (stereo unspecified)	-1	-1	-7	-2.1	4	0	-2	-4	6	1.6

More compounds.
SMILES	CAL PDZ FP-1	Tat transport	dFosB act	CAL PDZ FP-2	Wnt bcat act	RTF Ca sens act	V-ATPase pH	Rtt109 HAT inh	MITF act	CDK5 p35 inh
Cc1ccnc(SCCn2c(N3CCC(C)CC3)nc3c2c(=O)[nH]c(=O)n3C)n1	10	-2	0	0.7	-3	2	1	-17	nt	-2.3
CCN(CC)C(=O)c1sc(NC(=O)C(C)C)c(C#N)c1C	nt	-2	-5	-0.7	-1	3	2	9	3	0.8
CC(C)[C@H](NC(=O)N1c2ccccc2NC(=O)[C@@H]1C(C)C)C(=O)N1CCC(C(=O)O)CC1	3	-4	4	0.4	-1	-2	-2	-2	7	0.9
CCCCNC(=O)CS(=O)Cc1nc(-c2cccc(C)c2)oc1C (stereo unspecified)	10	2	-7	0.9	-2	9	-1	-2	-14	0.5
COc1cc2c(cc1OC)CN(C(=O)CCNC(=O)c1ccc(Br)cc1)CC2	-2	-6	-11	-1.3	-2	2	5	-2	-2	-0.3
CC(=O)c1cccc(NC(=O)C(C)OC(=O)c2cc(C)oc2C)c1 (stereo unspecified)	-3	5	-10	-2.5	0	-5	-1	-4	-6	0.3

CAL PDZ FP-1, hit marks shown above.
SMILES	CAL PDZ FP-1	Tat transport	dFosB act	CAL PDZ FP-2	Wnt bcat act	RTF Ca sens act	V-ATPase pH	Rtt109 HAT inh	MITF act	CDK5 p35 inh
COc1ccc(S(=O)(=O)N/N=C(/C)c2cccc(NC(=O)c3ccccc3Cl)c2)cc1	43*	3	0	-1.2	nt	1	2	5	0	1.6
